Assay outcomes: PubChem, several laboratories
NR2E3 ag-1 = NR2E3 agonists in two-hybrid cells, primary screen, cell-based, luminescence, CHO-S, Gal4-NCOR/VP16-NR2E3. luciferase. hit rate 0.35% among 360,000. AID 602229, 2012. inhibition of corepressor binding, % at 3.98 µM. Photoreceptor-specific nuclear receptor (Homo sapiens), Q9Y5X4;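 active = inhibition above the mean of all tested compounds plus 3 SD, cut at about 70% in these data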;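 also: 0% = DMSO with NR2E3 transfected cells and 100% = cells lacking NR2E3 construct; higher means lower luciferase signal from less NR2E3 corepressor binding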
Target sequence (Q9Y5X4 whole entry, looked up, the tested form may be a part): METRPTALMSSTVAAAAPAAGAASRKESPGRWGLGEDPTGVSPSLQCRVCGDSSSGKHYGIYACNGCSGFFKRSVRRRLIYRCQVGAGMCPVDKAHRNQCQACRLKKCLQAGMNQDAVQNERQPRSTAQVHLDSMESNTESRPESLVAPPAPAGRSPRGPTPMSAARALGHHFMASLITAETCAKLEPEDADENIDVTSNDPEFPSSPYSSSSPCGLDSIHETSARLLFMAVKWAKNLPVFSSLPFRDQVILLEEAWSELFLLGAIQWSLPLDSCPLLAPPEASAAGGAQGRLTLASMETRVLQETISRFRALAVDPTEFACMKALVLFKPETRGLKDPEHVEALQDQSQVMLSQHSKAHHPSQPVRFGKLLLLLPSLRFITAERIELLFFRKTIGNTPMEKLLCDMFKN
NR2E3 ag-2 = inhibitors of NR2E3-RetCOR corepressor binding, primary screen, NR2E3 agonist project, biochemical, TR-FRET, GST-NR2E3, biotin-RetCOR; 1536-well; inhibition of corepressor binding, % at 4.78 µM; hit rate 0.12% among 320,000; AID 2300, 2010;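 active = percent inhibition above the cutoff of mean plus 3 SD of all tested compounds, set per screening campaign, cut at about 20% in these data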;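 also: 0% = DMSO wells and 100% = biotin wells as full block of FRET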
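System: GST-NR2E3 and biotin-RetCOR proteins; probe or stimulus: 7 nM biotin-RetCOR; doses: compound at 4.8 µM, single dose; schedule: Compound–protein incubation for 5 h at 4 °C; detection: time-resolved FRET; read-out: percent inhibition; controls: biotin wells as high control, 0.6% DMSO wells as low control; format: 1536-well plates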
Shn3 inh set2 = reduction of Shn3 3'UTR firefly luciferase signal, primary screen, Schnurri-3 inhibitor project, cell-based, Clone20 osteoblasts, set 2. Clone20 osteoblast Shn3 3'UTR firefly luciferase, 24 h. inhibition, % at 12.5 µM. hit rate 0.52% among 360,000;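 active = mean inhibition of at least 75% with every replicate also reaching 75%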;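 also: 0% = median of neutral control wells and 100% = pilot-screen positive control compound; some compounds past the cut are filed as inactive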
HIF-2a inh = HIF-2a reporter inhibitors, primary screen, luminescence, 786-0 RCC cells. 786-0 RCC cells HIF-2a reporter, luciferase luminescence, overnight. inhibition, % at 18.8 µM. hit rate 0.72% among 360,000. AID 624352, 2012;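 active = inhibition of the luminescence signal of 40% or more relative to plate controls, in a single-dose primary screen at 18.75 µM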
CF NFkB inh = inhibitors of PAF-induced NF-kB signaling, primary screen, cell-based, GFP fluorescence, uHTS; hit rate 0.86% among 360,000; KKLEB NF-kB-GFP reporter, GFP fluorescence overnight; inhibition, % at 5 µM;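 active = at least 50% inhibition at 5 µM, scaled per plate between neutral and stimulator controls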;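 also: PAF is a Pseudomonas aeruginosa culture filtrate used as stimulus; plate controls were PAF-stimulated DMSO wells for no effect and unstimulated DMSO wells for full effect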
KKLEB tox = cytotoxicity in KKLEB CF airway cells, primary screen, cytotoxicity control for CF NF-kB inhibitor project, cell-based, uHTS, fluorescence assay plates; KKLEB CF airway cells viability, ATPlite luminescence, overnight; active compounds read low; cells stimulated with P. aeruginosa culture filtrate; hit rate 0.36% among 360,000; activity change (cytotoxicity), % at 5 µM;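 active = corrected activity change at or below -50% at 5 µM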
hiPSC survival = enhancers of single-cell hiPSC survival, primary screen, ATPlite luminescence; AID 602274, 2012; survival enhancement, % at 20 µM; hit rate 0.044% among 360,000; 100% = ROCK inhibitor wells, 0% = DMSO; in the data active = survival enhancement above about 18%;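 also: cells exposed to compounds for 16 hours before the ATP read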
EBV LMP1 NFkB = EBV LMP1-driven NF-kappaB luciferase reporter inhibitors, primary screen, cell-based, luminescence, single point. inhibition, % at 12.5 µM. hit rate 0.69% among 350,000. LMP1-induced NF-kappaB luciferase reporter cells; in the data active = inhibition above about 41%;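 also: 0% = neutral control wells and 100% = reference inhibitor control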
MITF TRPM1 inh = inhibitors of MITF-dependent TRPM1 promoter reporter, primary screen, cell-based, SK-MEL-5, single point, luciferase; SK-MEL-5 TRPM1 promoter luciferase, 24 h; inhibition, % at 12.5 µM; hit rate 0.83% among 330,000;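 active = mean inhibition across replicates of 60% or more, whatever share of single replicates reaches that level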; also: values of inactives mirror those of a sister screen read the other way
Peg3 promoter = Peg3 promoter-driven luciferase inhibitors, primary screen, cell-based, HeLa, luciferase luminescence; HeLa PEG-Prom luciferase reporter, overnight; inhibition, % at 20 µM; hit rate 1.7% among 360,000; AID 588405, 2011;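 active = inhibition of at least 50% at 20 µM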
TRAIL sens C8 = viability loss with TRAIL in NB7+C8 cells, primary screen, TRAIL sensitizer project, cell-based, ATPlite luminescence; hit rate 1% among 360,000; AID 624354, 2012; inhibition (viability loss, TRAIL sensitization), % at 10 µM;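 active = compounds causing at least 50% loss of cell viability in the single-dose screen, relative to plate controls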
The depositor's hits bear a star; · = not tested or not shown. This is a subset (hit frequency here may not be typical).

Every second line gives: NR2E3 ag-1	NR2E3 ag-2	Shn3 inh set2	HIF-2a inh	CF NFkB inh	KKLEB tox	hiPSC survival	EBV LMP1 NFkB	MITF TRPM1 inh	Peg3 promoter	TRAIL sens C8
CCOC(=O)c1[nH]c(C)c(C(=O)NC2CCN(C(=O)OCC)CC2)c1C
→ -35	0	-7	9	8	-2	-0.3	-3	7	18	-2
Nc1ncnc2c1nc(SCCO)n2Cc1ccccc1
→ -26	-2	7	11	6	3	1.2	0	-3	2	-6
CCN(CC)C(=O)CSc1nnc(-c2ccc(S(=O)(=O)N3CCOCC3)cc2)n1C
→ -20	4	-2	12	-14	-2	-0.2	-8	-1	3	-8
COc1ccc(NC(=S)N/N=C2\CC(C)(C)Oc3ccc(OC)cc32)cc1
→ 6	0	6	19	24	-8	-0.6	8	16	22	6
CCCCN1C(C(=O)Nc2cc(C)on2)=C(O)c2ccccc2S1(=O)=O
→ -8	3	0	14	13	-3	-0.1	5	6	20	22
CC(=O)NCCNC(=O)C1(C)Cc2c(-c3cccc(NC(C)=O)c3)ccnc2O1 (stereo not given)
→ -1	·	-26	1	-12	12	4.0	·	·	-15	-3
O=C(CN1CCC(NC(=O)Nc2ccccc2-c2ccccc2)CC1)NCc1ccco1
→ -14	2	-21	-12	0	15	2.4	-7	4	20	-2
Cc1ccc(S(=O)(=O)/N=C(/Nc2cccc(O)c2)c2ccccc2)cc1
→ 6	0	25	12	-5	2	-0.6	-2	9	14	-5
CCCCCCNc1ccc(C(=O)OCC)cc1
→ -37	·	-26	-103	-10	-12	0.5	·	·	-145	3
Cc1ccc(S(=O)(=O)C2(C(=O)N(C)C3CCCCC3)CC2)cc1
→ 6	2	12	-3	4	-2	0.6	-6	17	15	1
O=C(Nc1ccccc1N1CCN(C(=O)c2ccccc2)CC1)c1ccc2c(c1)OCO2
→ -16	-5	-15	8	-7	8	1.9	-4	0	19	-3
CC(C)(C)NC(=O)CN(CCN1CCOCC1)C(=O)CNS(=O)(=O)c1ccccc1
→ -4	0	-6	8	-7	0	-0.3	-5	-8	8	-14
CC(=O)CC(=O)NC1C2CC3CC(C2)CC1C3 (stereo not given)
→ 3	1	3	14	-5	5	-1.5	6	-10	0	3
COc1ccc(CNC(=O)C(Cc2ccccc2)n2cccc2)cc1 (stereo not given)
→ -9	1	-4	9	-5	12	-0.2	-7	-16	-5	12
CCC(=O)Oc1c(S(=O)(=O)c2ccc(C)cc2)c(C)nn1C(C)(C)C
→ -20	-1	-4	10	21	5	-2.3	12	3	0	2

Remaining list, next part:
Every second line gives: NR2E3 ag-1	NR2E3 ag-2	Shn3 inh set2	HIF-2a inh	CF NFkB inh	KKLEB tox	hiPSC survival	EBV LMP1 NFkB	MITF TRPM1 inh	Peg3 promoter	TRAIL sens C8
O=C(NC1CCCCCCC1)C1CCN(S(=O)(=O)N2CCC3(CC2)OCCO3)CC1
→ -7	5	15	17	2	-4	-1.3	-6	7	11	-2
O=C(NCC(=O)N1CCN(C(c2ccccc2)c2ccccc2)CC1)c1ccccc1F
→ 3	3	-3	12	3	-22	-0.7	-6	·	11	-2
COc1cc(O)c(C(CC(=O)N2CCCC2)c2ccc(N(C)C)cc2)c(OC)c1 (stereo not given)
→ 2	-1	60	-6	10	2	0.9	-10	4	-9	5
O=C(Nc1nc2ccc(S(=O)(=O)N3CCOCC3)cc2s1)c1cccs1
→ -74	8	9	-176	8	-5	0.8	-7	-7	-69	1
CCCCNC(=O)CCn1c(=O)c2cccn2c2ccc(F)cc21
→ -12	·	18	1	4	2	-0.6	0	3	11	-34
CCCc1cc(C(=O)Nc2cccc(Cl)c2C)no1
→ 14	3	-85	-220	-5	2	-0.5	-26	-51	-282	6
Cc1cc(C(=O)COc2ccc(Br)cc2F)c(C)n1C1CC1
→ -47	0	-49	-197	21	10	0.2	2	-46	-245	15
Cc1[nH]c(C)c(S(=O)(=O)N2CCCCC2)c1C(=O)N1CCCC1
→ -16	-1	-7	5	-9	0	1.7	3	-3	-6	-9
COC(=O)c1ccc(-c2cc(CC3(C(=O)OC)CCN(C(=O)OC(C)(C)C)CC3)on2)cc1
→ -19	-2	-2	-24	-20	11	-1.1	11	-14	-33	14
CCOC(=O)c1cccnc1NC(=O)c1ccccc1
→ 10	2	1	15	-6	10	-2.1	-43	-49	7	0
COc1ccc(OC)c(NC(=O)NNS(=O)(=O)c2ccc(C)cc2C)c1
→ -5	-1	-23	10	-1	-6	-0.3	-3	0	18	-8
O=C(Cn1cccc1C(=O)c1ccccc1)NCc1ccc2c(c1)OCO2
→ -19	1	-5	-42	-2	4	-1.6	0	-9	-50	-11
CCCCOc1ccc(C(=O)Nc2ccc3c(c2)OCO3)cc1
→ -15	-2	-16	-228	-4	-7	0.5	-22	-69	-225	14
Cc1ccc(C(=O)NCC(=O)OC(C)C(=O)Nc2ccccc2[N+](=O)[O-])s1 (stereo not given)
→ -13	·	2	8	25	-4	0.1	3	-13	-2	-4
Cc1cc(C)c(OCCN2C(=O)NC(C)(C)C2=O)c(Cl)c1
→ 23	-1	-6	7	-3	1	1.0	1	-1	6	-14

Going on with the list.
Every second line gives: NR2E3 ag-1	NR2E3 ag-2	Shn3 inh set2	HIF-2a inh	CF NFkB inh	KKLEB tox	hiPSC survival	EBV LMP1 NFkB	MITF TRPM1 inh	Peg3 promoter	TRAIL sens C8
O=C(CCn1c(=O)sc2ccccc21)Nc1nc2ccccc2s1
→ -29	0	-22	-87	-23	-2	2.3	11	·	-30	-11
O=C(NC(c1ccccc1)c1ccccc1)C1CCCO1 (stereo not given)
→ -8	1	17	13	1	10	-0.4	3	10	-17	-3
CN(CC(=O)Nc1cccc(F)c1)C(=O)c1cc(S(=O)(=O)N2CCCCC2)ccc1N1CCOCC1
→ -9	-6	-9	19	5	2	-0.3	-8	8	7	2
OC(CNCc1ccccc1F)(c1ccc(F)cc1)c1ccc(F)cc1
→ -10	-6	6	-15	-6	10	-1.9	2	-14	1	-4
COc1ccc(N(CC(=O)NCC2CCCO2)S(=O)(=O)c2c(C)noc2C)cc1 (stereo not given)
→ 5	1	5	11	1	-1	-2.6	-3	3	7	-2
Cc1cccc(Cn2c(C)nc3c(N)c(C)c(C)cc32)c1
→ -18	-1	17	8	-1	1	-2.0	-6	10	8	6
Cc1ccsc1/C=N/Nc1ccc(F)cc1F
→ -31	-1	-97	-254	10	-1	-0.5	-23	-85	-312	5
COc1cc(CNc2cc(C)ccc2C)cc(OC)c1OC
→ 3	0	23	10	-14	-3	-0.4	12	27	12	6
O=C(COC(=O)CN1C(=O)c2ccccc2C1=O)Nc1cccc(F)c1
→ 7	9	-9	8	0	9	1.0	1	5	7	-15
CC(C)C(=O)Nc1cccc(C(=O)Nc2cc([N+](=O)[O-])ccc2F)c1
→ -8	-1	2	11	-11	0	1.3	-9	-26	15	-1
Cc1nc2nc(SCc3ccccc3)[nH]n2c(=O)c1C
→ -54	·	2	-11	-1	2	-0.5	4	8	-8	8
Cc1ccc2[nH]c(C)c(/C=C/c3cc[n+](C)cc3)c2c1
→ 11	·	25	17	-101	-7	0.1	21	55	18	18
COC(=O)c1cccc(NC(=O)c2cc(OC)c(OC)c(OC)c2Br)c1
→ -5	0	-2	13	-4	-4	2.1	0	-2	-1	-8
C=CCN1C(=O)S/C(=C\c2ccc3c(c2)n(C)c(=O)n3C)C1=O
→ -26	0	4	-96	-8	-47	0.8	-1	-29	-71	0
O=C(NCCCn1ccnc1)c1ccc(Br)cc1
→ -7	-4	1	6	6	-2	0.1	-15	6	-8	0

Additional results follow:
Every second line gives: NR2E3 ag-1	NR2E3 ag-2	Shn3 inh set2	HIF-2a inh	CF NFkB inh	KKLEB tox	hiPSC survival	EBV LMP1 NFkB	MITF TRPM1 inh	Peg3 promoter	TRAIL sens C8
COc1ccc(/C=N/NC(=O)c2ccc(Cl)cc2Cl)cc1COC(C)=O
→ -21	-1	-20	21	17	-15	-0.7	4	0	30	-7
C[C@H]1CN([C@@H](C)CO)C(=O)c2cccc(NC(=O)C3CC3)c2O[C@H]1CN(C)S(=O)(=O)c1ccccc1
→ -14	·	1	10	15	2	3.0	0	-4	4	0
CCOc1ccc(NC(=O)c2c(NC(=O)CN3CCN(C)CC3)sc3c2CCC3)cc1
→ -31	2	-5	-52	-7	-4	-0.6	-4	14	40	9
COC1CCCCC1Nc1cc(C)ccc1C (stereo not given)
→ -23	2	3	-16	15	11	0.1	-21	-2	0	15
COc1ccc(-c2cn(CCO)c(CCN)n2)cc1
→ 0	0	1	14	14	6	-2.8	7	5	12	-17
